ER stress rescue: protection against thapsigargin-triggered cell killing – 384-well, CSM14.1, ATP luminescence, primary screen (AID 1222); 190,000 tested, under 10 active; CSM14.1 thapsigargin-induced death rescue, ATP luminescence; higher % means a stronger effect; cellular ATP content (survival), % at 20 µM, or EC50 in µM where a hit was titrated;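 active means EC50 below 50 µM in the dose-response confirmation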;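 further: death triggered by thapsigargin at about 15 µM added after 2 h compound pretreatment; cell ATP read after overnight thapsigargin exposure of roughly 18 to 22 hours; normalized against plate controls of thapsigargin alone and 5% DMSO vehicle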
M17LAP inhibition: P. falciparum M17LAP inhibitors, primary screen, biochemical, fluorogenic H-Leu-NHMec substrate, 1536-well (AID 1619) | recombinant M17LAP, H-Leu-NHMec fluorogenic kinetic assay; higher % means a stronger effect | inhibition, % at 30 µM; hits with a dose series show IC50 in µM | hit rate 0.38% among 220,000;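 active means compound inhibiting the enzyme by more than half at any dose during confirmatory dose-response retesting; inconclusive means strong single-dose inhibitors picked by rank but not retested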;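 further: plate controls were full reaction with DMSO carrier for no effect and no enzyme background for full effect; strong numbers were not always called active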
XIAP displacement: XIAP antagonists, biochemical, IAP family, fluorescence polarization (AID 1018); XIAP BIR domain, fluorescence polarization peptide displacement; higher % means a stronger effect; displacement, % at 20 µM; hits with a dose series show IC50 in µM; hit rate 0.007% among 200,000; in the data active means displacement above about 50%; further: a part of the inactive calls stands beside numbers as strong as those of hits
M1AAP inhibition: malaria alanyl aminopeptidase activity blockers – biochemical, fluorogenic H-Leu-NHMec substrate, 1536-well (AID 1445) | recombinant M1AAP, H-Leu-NHMec fluorogenic kinetic assay; higher % means a stronger effect | inhibition, % at 30 µM, or IC50 in µM where a hit was titrated | hit rate 0.42% among 220,000;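 active means primary inhibition above the hit cutoff, then over 50% inhibition at one or more dose response concentrations, cut at about 23% in these data, passing the limit was not always enough; inconclusive means conflicting primary data, or primary hits not chosen for dose response; inactive means low primary inhibition, or under 50% at every dose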;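 further: plate controls were DMSO full reaction for no effect and no enzyme background for full effect; strong numbers were not always called active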
Hep lipid drop: hepatic lipid droplet formation modulation | AML12 mouse hepatocytes, oleate lipid droplets, BODIPY imaging | inhibition, % at 6.5 µM | hit rate 0.4% among 240,000;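 active means lipid droplet intensity inhibited by at least 50%, with more than 500 cells counted; inconclusive means wells with under 300 cells, treated as cytotoxic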
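Assay system: AML12 hepatocytes (mouse); Probe or stimulus: oleic acid at 100 µM to induce lipid droplet formation; Dosing: compound at 6.5 µM only; Schedule: compound with oleate, overnight; Detection: fluorescence imaging, 20x objective, two fields per well; Measure: % inhibition of lipid droplet signal.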
AID2073: disruptors of CaV2.2 binding to Mint1 – biochemical, HTRF (AID 2073) | HTRF protein-protein interaction, Mint1-CaV2.2; higher % means a stronger effect | inhibition, % at 20 µM; hits with a dose series show IC50 in µM | hit rate 0.19% among 290,000; in the data active means inhibition mostly above about 51%, no sharp cut-off; inconclusive means no clear call, values can overlap the other calls; inactive means mostly below about 53%; further: some results filed as inactive read as strong as hits
LYP phosphatase: PTPN22 lymphoid phosphatase activity blockers – biochemical, fluorescence intensity, uHTS (AID 1779). recombinant LYP phosphatase, fluorescence intensity; higher % means a stronger effect. inhibition, % at 11.5 µM; hits with a dose series show IC50 in µM. hit rate 0.054% among 290,000;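 further: plate controls were vehicle with enzyme for no effect and no enzyme for full effect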
SIAH1 antagonists: Siah-1 peptide-binding antagonists, primary screen, biochemical, fluorescence polarization, rhodamine-plectin, uHTS (AID 1817). hit rate 0.02% among 290,000. displacement, % at 20 µM; hits with a dose series show IC50 in µM. Siah-1 / rhodamine-plectin peptide fluorescence polarization; higher % means a stronger effect;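 active means displacement of at least 50% at 20 µM, with a fluorescence ratio check between 0.3 and a set limit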;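 further: plate controls were Siah plus tracer with DMSO for no effect and tracer alone without Siah for full effect; strong numbers were not always called active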
HEK293 NOD2/NF-kB: inhibition of NOD2-driven NF-kB reporter – cell-based, luminescence, uHTS, HEK293 (AID 1566). one-dose inhibition, % at 4 µM; EC50 in µM for titrated hits. hit rate 0.63% among 290,000. HEK293 NOD2/NF-kB luciferase reporter, luminescence; higher % means a stronger effect; further: many of its hits are not listed in these tables
Hep lipid drop cells 6.5 µM: also measured in Hep lipid drop; calls as there; cell count; measured here: cell count, cytotoxicity flag;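 cells counted across two imaged fields per well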
* marks the source's active call; other numbers are inactive results; ? = inconclusive; / = no result given. Unless noted, no stated cut-off is given here; in the data, active means inhibition above about 50%; inactive means the rest. This is a subset; the hit share may differ from the screen's.

Every second line gives: ER stress rescue | M17LAP inhibition | XIAP displacement | M1AAP inhibition | Hep lipid drop | Hep lipid drop cells 6.5 µM | AID2073 | LYP phosphatase | SIAH1 antagonists | HEK293 NOD2/NF-kB
CC(C)C(NC(=O)c1ccccc1)C(=O)NC1=NCCS1 (stereo not drawn)
    4.0% | -11% | -2.6% | 8% | 12 | 661 | 9% | -7% | 0% | 10%
CSc1cccc(NC(=O)N2CCCC(CNS(=O)(=O)Cc3ccccc3)C2)c1 (stereo not drawn)
    -1.3% | -1% | -5.6% | 0% | 0 | 738 | 12% | 5% | -4% | 14%
CCN(c1ccc(OC)cc1)S(=O)(=O)c1nnc(NC(=O)C2CCCCC2)s1
    / | / | / | / | 0 | 702 | -8% | -10% | 4% | 6%
Cc1cccc(C(C)C)c1NC(=O)CN(C)Cc1cccc(F)c1
    4.7% | 3% | -2.1% | -3% | -55 | 678 | -4% | -9% | 7% | -19%
CN=C1SC(CC(=O)Nc2cccc(C(F)(F)F)c2)C(=O)N1C (stereo not drawn)
    -4.8% | 0% | -1.9% | 7% | 1 | 796 | -4% | -1% | 0% | 10%
O=c1cc(-c2ccc(O)cc2)oc2cc(O)c(C3OC(CO)C(O)C(O)C3O)c(O)c12 (stereo not drawn)
    -1.1% | 16% | 0.0% | 7% | -1 | 705 | 25% | -1% | 12% | 8%
COc1ccc(N2CC(C(=O)NCc3ccco3)CC2=O)cc1 (stereo not drawn)
    0.0% | 2% | -2.4% | 7% | -5 | 678 | 30% | -10% | -2% | 4%
CCc1ccc(CNc2ccc(N3CCN(C(C)=O)CC3)cc2)cc1
    2.3% | 10% | -3.2% | 15% | -20 | 707 | -33% | -8% | -1% | 20%
CC(=O)OCc1nc2sc(C)c(C)c2c(=O)[nH]1
    0.2% | 26% | -1.2% | -1% | 2 | 727 | 17% | -4% | -4% | -5%
COc1ccc(F)cc1S(=O)(=O)NCc1ccccc1
    -1.2% | 7% | -4.1% | 4% | -17 | 565 | -1% | -14% | -5% | 11%
CCS(=O)(=O)N1N=C(c2cccc(NS(C)(=O)=O)c2)CC1c1ccccc1 (stereo not drawn)
    -2.0% | -4% | -56% | 4% | 10 | 733 | 7% | -7% | -4% | 0%
COc1ccccc1NS(=O)(=O)c1cc([N+](=O)[O-])ccc1N/N=C/c1sc(N2CCOCC2)nc1-c1ccccc1
    -1.4% | 9% | -5.1% | 7% | 25 | 642 | 14% | 0% | -3% | 5%
CC1CCCC(NC(=O)COC(=O)Cc2c[nH]c3ccccc23)C1C (stereo not drawn)
    0.3% | -3% | -5.3% | 8% | 0 | 685 | 5% | -5% | 4% | 3%
O=c1[nH]c2cc3c(cc2cc1C(c1nnnn1Cc1ccccc1)N1CCCCCC1)OCCO3 (stereo not drawn)
    -0.2% | 0% | -6.2% | 10% | / | / | 35% | -2% | 1% | 11%
O=C(CN1CCCC1)Nc1c(Cl)cccc1Cl
    / | / | / | / | 0 | 806 | 6% | -8% | 4% | 10%
CC(=O)Nc1ccc(Cl)cc1C1COC(=O)C1=N (stereo not drawn)
    -2.2% | -10% | -5.6% | 0% | 3 | 767 | 4% | -6% | -5% | -5%
C/C(CC(=O)N1CCN(C=O)CC1)=N\NC(=O)c1cc2ccccc2cc1O
    -0.6% | 36% | -6.3% | ? | 0 | 531 | 74% | 13% | 27% | 5%
O=C(NCCN1CCOCC1)c1ccc(Cl)cc1[N+](=O)[O-]
    1.9% | 7% | -3.8% | 0% | / | / | -1% | -5% | 2% | 10%
Cc1c(C(=O)N/N=C/C(C)C)[nH]c2ccc([N+](=O)[O-])cc12
    -1.0% | 12% | -26% | 5% | -7 | 566 | 5% | -2% | -3% | 24%
COc1cccc(NC(=O)[C@H](CC(C)C)NC(=O)[C@@H]2Cc3ccccc3CN2)c1
    / | / | / | / | 3 | 722 | 7% | -8% | -6% | -1%
O=C(NNS(=O)(=O)c1ccccc1)c1ccc([N+](=O)[O-])cc1
    / | / | / | / | 16 | 841 | -3% | -2% | 2% | -9%
COc1ccc(OC)c(NC(=O)C(CC(=O)O)Cc2ccc(Cl)cc2)c1 (stereo not drawn)
    2.7% | 36% | -9.0% | 5% | 2 | 861 | 8% | -3% | -3% | 11%
CN1CCN(NC(=S)NC(C)(C)CC(C)(C)C)CC1
    -12% | 3% | -5.3% | -1% | 14 | 707 | 0% | -2% | 3% | 17%
O=C(NCCO)C(=O)NCC1OCCCN1S(=O)(=O)c1cccs1 (stereo not drawn)
    -0.5% | 1% | 0.4% | 1% | 3 | 628 | 3% | -8% | -11% | -1%
Cc1ccc(-c2cc(C(=O)N/N=C/c3ccco3)n[nH]2)s1
    -2.9% | 8% | 1.0% | 5% | -2 | 645 | 14% | 1% | 23% | 10%
COc1ccc(C(=O)COc2cccc(NC(=O)c3ccco3)c2)cc1
    -3.0% | 12% | -2.8% | 0% | -32 | 725 | 33% | -4% | -1% | -13%
Cc1cc(Cl)c(S(=O)(=O)Nc2ccc3c(c2)OCO3)cc1OCC(=O)NC1CCCCC1
    -0.8% | 7% | -10% | 5% | 3 | 722 | -15% | 1% | 1% | -5%
CC(=O)C1=C(O)C(=O)N(c2ccc(S(=O)(=O)Nc3nccs3)cc2)C1c1ccc(F)cc1 (stereo not drawn)
    / | 21% | / | 16% | 1 | 722 | 4% | -4% | 14% | 10%
Cc1nn(-c2ccccc2)c(C)c1NC(=O)c1cccs1
    -1.3% | 12% | -5.8% | 6% | / | / | 6% | 2% | 3% | 3%
O=C1NC(=NCc2ccccc2)S/C1=C/c1ccc(O)cc1
    1.3% | 11% | 5.0% | 15% | -10 | 652 | 3% | -5% | -6% | -55%
COc1ccc(NC(=O)CCNS(=O)(=O)c2cccc(C(C)=O)c2)cc1S(N)(=O)=O
    / | / | / | / | / | / | 8% | -5% | 1% | 27%
COC(=O)[C@@H]1C[C@@]2(O)[C@H](O)[C@H](O)[C@H](O)C[C@H]2N1Cc1cc(OC)cc(OC)c1
    / | 4% | / | 7% | 7 | 736 | -3% | -3% | 17% | 2%
O=C(c1ccccc1)c1ccc2cc(O)ccc2c1
    / | / | / | / | 8 | 731 | 8% | 2% | 4% | -58%
COc1cccc(NC(=O)N2CCN(S(C)(=O)=O)CC2)c1
    -1.4% | -2% | -1.4% | 0% | -1 | 663 | 4% | -4% | 10% | 17%
O=C(c1ccc(Cl)cc1Cl)N1CCc2ccccc21
    / | / | / | / | -1 | 807 | 0% | -6% | 10% | 2%
Cc1ccc(-n2ncc(C(=O)N3CCN(C(=O)c4ccco4)CC3)c2C2CCN(C(=O)OC(C)(C)C)CC2)cc1C
    / | / | / | / | -54 | 681 | 1% | -4% | -6% | 5%
Cc1cccc(NC(=O)C(Cc2ccccc2)n2cccc2)c1 (stereo not drawn)
    / | 4% | / | 0% | -4 | 710 | -2% | -1% | 8% | 10%
COC(=O)CSC(C(=O)Nc1ccc(C)c(C)c1)c1ccccc1 (stereo not drawn)
    0.9% | -5% | -5.2% | 9% | / | / | -5% | -10% | 0% | 8%
CC(=O)Nc1cc(-c2nn3c(C)nnc3s2)ccc1C
    0.0% | -6% | -0.9% | -1% | / | / | -1% | -8% | -1% | 10%
CC(C)(C)OC(=O)CNC(=O)c1nc[nH]c1C(=O)NCc1ccc(CNC(=O)OC(C)(C)C)cc1
    / | / | / | / | -4 | 772 | 4% | -6% | 0% | -8%
COc1ccc2oc(=O)cc(C)c2c1
    -0.3% | -23% | 1.7% | 0% | / | / | 3% | -6% | 1% | 4%
Cc1nnc(N/N=C/c2c[nH]c3ccccc23)[nH]c1=O
    / | 22% | / | 7% | / | / | -4% | 3% | -3% | -19%
CNC(=S)NNC(=O)c1cccs1
    / | 6% | / | 1% | -1 | 684 | -10% | -6% | 22% | 0%
CSCC[C@H](NC(=O)[C@H](Cc1ccccc1)n1c(=O)[nH]c2ccccc2c1=O)C(=O)N1CCC(C(=O)O)CC1
    / | / | / | / | / | / | 13% | -9% | 2% | 0%

Of the compounds above, these have a Cl atom:
Every second line gives: ER stress rescue | M17LAP inhibition | XIAP displacement | M1AAP inhibition | Hep lipid drop | Hep lipid drop cells 6.5 µM | AID2073 | LYP phosphatase | SIAH1 antagonists | HEK293 NOD2/NF-kB
O=C(CN1CCCC1)Nc1c(Cl)cccc1Cl
    / | / | / | / | 0 | 806 | 6% | -8% | 4% | 10%
CC(=O)Nc1ccc(Cl)cc1C1COC(=O)C1=N (stereo not drawn)
    -2.2% | -10% | -5.6% | 0% | 3 | 767 | 4% | -6% | -5% | -5%
O=C(NCCN1CCOCC1)c1ccc(Cl)cc1[N+](=O)[O-]
    1.9% | 7% | -3.8% | 0% | / | / | -1% | -5% | 2% | 10%
COc1ccc(OC)c(NC(=O)C(CC(=O)O)Cc2ccc(Cl)cc2)c1 (stereo not drawn)
    2.7% | 36% | -9.0% | 5% | 2 | 861 | 8% | -3% | -3% | 11%
Cc1cc(Cl)c(S(=O)(=O)Nc2ccc3c(c2)OCO3)cc1OCC(=O)NC1CCCCC1
    -0.8% | 7% | -10% | 5% | 3 | 722 | -15% | 1% | 1% | -5%
O=C(c1ccc(Cl)cc1Cl)N1CCc2ccccc21
    / | / | / | / | -1 | 807 | 0% | -6% | 10% | 2%

Among those listed so far, these have a COOH group:
Every second line gives: ER stress rescue | M17LAP inhibition | XIAP displacement | M1AAP inhibition | Hep lipid drop | Hep lipid drop cells 6.5 µM | AID2073 | LYP phosphatase | SIAH1 antagonists | HEK293 NOD2/NF-kB
COc1ccc(OC)c(NC(=O)C(CC(=O)O)Cc2ccc(Cl)cc2)c1 (stereo not drawn)
    2.7% | 36% | -9.0% | 5% | 2 | 861 | 8% | -3% | -3% | 11%
CSCC[C@H](NC(=O)[C@H](Cc1ccccc1)n1c(=O)[nH]c2ccccc2c1=O)C(=O)N1CCC(C(=O)O)CC1
    / | / | / | / | / | / | 13% | -9% | 2% | 0%

Screening results (PubChem)
